# Screens: PubChem, Broad Institute
# RAD54 branch – blocks human RAD54 Holliday junction branch migration. Q92698. FAM/BHQ fluorescence. inhibition, % at 10.4 µM. 0.14% of 360,000 active. AID 602329;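 active = mean normalized replicate activity at least 40 and at least half of replicates scoring 40 or more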;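 note: 0% = median of neutral control wells and 100% = median of positive control wells; inhibitors cause a drop in the FAM fluorescence signal; in these data hits start at about 50%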
# ERAP1 HTS inh – inhibitors of human ERAP1 aminopeptidase; Q9NZ08; 0.15% of 340,000 active; inhibition, % at 10.7 µM; recombinant ERAP1, Leu-AMC fluorescence, 60 min;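 active = mean replicate inhibition of at least 30%, or all replicates individually reaching that 30% level; inactive = mean below 30% and not every replicate reaching it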;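 note: 0% = neutral control wells and 100% = L-leucinethiol positive control wells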
# PGC1a acetyl inh – lowers PGC1a acetylation signal in U2OS cells | AlphaScreen anti-acetyl-lysine; with virally co-expressed GCN5 acetyltransferase | 0.17% of 350,000 active | inhibition, % at 15.6 µM;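 active = every replicate shows inhibition of at least 40%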;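 note: 0% = neutral control wells and 100% = positive control wells; some results beyond the cut were filed as inactive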
# miR-122 sensor – blocks miR-122 activity in Huh7 sensor cells. 0.3% of 340,000 active. Huh7 miR-122 Renilla luciferase sensor, 48 h; neutral wells = 0, positive control = 100. activation (reporter increase), % at 12.5 µM;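 active = mean replicate activation score at least 90 and every replicate individually at or above 90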;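 note: higher luciferase means less miR-122 activity so hits act as miR-122 inhibitors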
# RAD52 anneal inh – inhibitors of human RAD52 DNA annealing. recombinant RAD52 DNA annealing, FRET fluorescence. inhibition, % at 18.7 µM. 0.46% of 360,000 active. P43351. AID 651710;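 active = every replicate showing at least 50% inhibition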
# Target sequence (P43351 whole entry, looked up): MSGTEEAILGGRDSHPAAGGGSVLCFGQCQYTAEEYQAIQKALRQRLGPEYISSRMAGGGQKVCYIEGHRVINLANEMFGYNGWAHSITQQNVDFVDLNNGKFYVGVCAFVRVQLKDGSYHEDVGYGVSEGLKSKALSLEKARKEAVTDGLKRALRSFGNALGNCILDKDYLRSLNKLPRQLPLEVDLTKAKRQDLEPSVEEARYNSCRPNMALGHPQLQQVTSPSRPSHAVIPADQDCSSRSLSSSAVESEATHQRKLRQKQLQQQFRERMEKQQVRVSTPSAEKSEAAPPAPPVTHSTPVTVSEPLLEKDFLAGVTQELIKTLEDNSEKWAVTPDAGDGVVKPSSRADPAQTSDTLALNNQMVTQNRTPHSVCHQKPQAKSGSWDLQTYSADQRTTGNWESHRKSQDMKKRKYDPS
# E-selectin induc – induces E-selectin expression in human endothelial cells; activation, % at 7.58 µM; HUVEC E-selectin immunofluorescence imaging; normalized: neutral wells 0, TNF-alpha wells 100; 0.37% of 260,000 active; P16581;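 active = mean E-selectin-positive cell signal at least 10% of the positive control, reached in at least 60% of replicates, without over 20% cell loss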;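 note: in these data hits start at about 27%; measured in HUVEC primary endothelial cells; signal is the percent of cells scored E-selectin positive by PE staining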
# Target sequence (P16581 whole entry, looked up): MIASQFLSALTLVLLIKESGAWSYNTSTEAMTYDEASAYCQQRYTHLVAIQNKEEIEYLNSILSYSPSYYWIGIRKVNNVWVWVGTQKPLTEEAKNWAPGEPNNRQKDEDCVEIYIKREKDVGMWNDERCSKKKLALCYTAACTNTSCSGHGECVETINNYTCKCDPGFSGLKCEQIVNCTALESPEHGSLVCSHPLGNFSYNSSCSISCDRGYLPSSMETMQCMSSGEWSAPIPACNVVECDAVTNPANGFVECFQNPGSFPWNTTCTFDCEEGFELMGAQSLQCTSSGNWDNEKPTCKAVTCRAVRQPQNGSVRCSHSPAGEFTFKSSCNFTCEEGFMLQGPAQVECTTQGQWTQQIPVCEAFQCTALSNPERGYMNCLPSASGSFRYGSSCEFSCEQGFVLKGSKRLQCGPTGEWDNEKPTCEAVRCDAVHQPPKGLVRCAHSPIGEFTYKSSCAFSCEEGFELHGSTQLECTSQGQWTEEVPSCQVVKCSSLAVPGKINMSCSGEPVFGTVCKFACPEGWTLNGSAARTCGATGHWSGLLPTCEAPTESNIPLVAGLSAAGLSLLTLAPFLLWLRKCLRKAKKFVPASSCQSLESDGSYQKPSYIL
#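 Read-out basis: % PE-positive cells; Test system: HUVEC primary endothelial cells; Technique: immunofluorescence imaging; Dosing: single-point compound dose.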
# PglD inh – inhibitors of Campylobacter jejuni PglD acetyltransferase; 0.098% of 360,000 active; purified PglD enzyme, DTNB colorimetric CoA detection; AID 602405; inhibition, % at 12.5 µM; in the data active = inhibition above about 16%, passing the limit was not always enough; note: strong numbers were not always called active
# Cneo AK release – causes C. neoformans cell lysis | adenylate kinase release luminescence, 4 h; normalised: neutral wells 0, clomiphene wells 100 | lysis activity, % at 15 µM | 0.2% of 360,000 active;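 active = mean lysis activity across replicates of at least 80%, whatever share of replicates individually reach that level; inactive = mean lysis activity below 80%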
#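 Material – log-phase Cryptococcus neoformans yeast cells · Input – 5 × 10^6 yeast cells/mL · Medium – fresh YPD growth medium · Doses – single compound concentration per well · Timing – static 4 h at 37 °C with compound, 1 h detection · Detection – adenylate kinase release luminescence · Read-out – signal increase indicating cell lysis · Control set – Clomiphene as positive lysis control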
# An asterisk follows results filed as active; . = not tested or not shown; [ ] = another dose, or the depositor's remark. Rows are unselected; overall some 1.4% were active at least once.
SMILES,RAD54 branch,ERAP1 HTS inh,PGC1a acetyl inh,miR-122 sensor,RAD52 anneal inh,E-selectin induc,PglD inh,Cneo AK release
Cc1cc(/C=C(\C#N)C(=O)Nc2ccc(F)cc2)c(C)n1-c1ccc(N2CCOCC2)c([N+](=O)[O-])c1,11,.,-3,-6,.,.,1,0
CCS(=O)(=O)c1ccc2c(c1)NC(=O)C(CCCl)O2 (stereo not given),4,-1,-1,8,0,8.9,1,0
O=C(/C=C/c1cc([N+](=O)[O-])ccc1OC(F)F)NCc1ccc(F)cc1,-7,.,0,-1,.,.,0,4
O=C(O)CCC(=O)Nc1cccc(-c2nnc(-c3ccccc3)o2)c1,-6,1,-5,4,-5,.,2,3
CN(C[C@H]1[C@@H](c2ccccc2)[C@@H](CO)N1C(=O)C1CC1)C(=O)c1ccccn1,2,.,2,-7[16.7 µM],.,0.0,-3,5
C[C@H](CO)N1C[C@H](C)[C@@H](CN(C)S(=O)(=O)c2ccccc2)Oc2ccc(NC(=O)C3CCCCC3)cc2CC1=O,-2,0,0,-2[16.7 µM],17,0.7,1,6
Cc1ccccc1C1=N/C(=C/c2cccs2)C(=O)O1,4,0,.,2,-40,0.0,0,-1
CCn1c(SCC(=O)Nc2ccc3c(c2)OCCO3)nnc1C1CC1,-2,0,3,-1,-7,-0.1,0,-1
Fc1ccc(NCc2n[nH]c(=S)n2Cc2ccccc2)cc1,4,-2,-6,-6,14,1.8,0,2
O=S(=O)(N[C@H]1CC[C@H](CCn2cc(C3CC3)nn2)O[C@@H]1CO)c1ccc(Cl)cc1,-4,-2,-1,.,7,-0.4,-6,0
O=C(c1ccc(F)cc1)N1CC(=O)N2[C@H](CO)[C@H](c3ccc(C#CC4CCCC4)cc3)[C@H]2C1,.,1,-15,.,-18,-0.7,.,.
O=C(CCn1c(=O)c2ccccc2n(Cc2cccc([N+](=O)[O-])c2)c1=O)N1CCc2ccccc2C1,9,.,-11,-4,.,.,4,-5
CS(=O)(=O)N1N=C(c2ccccc2)CC1c1cccs1 (stereo not given),7,1,.,.,-4,.,-6,1
C[C@@H]1CCCCO[C@@H](CN(C)C(=O)C2CCCCC2)[C@H](C)CN([C@H](C)CO)C(=O)c2cc(NC(=O)NC3CCCCC3)ccc2O1,-11,4,-18,-4[16.7 µM],-1,.,-3,-2
O=C(COc1ccccc1)Nc1cc(NC(=O)COc2ccccc2)cc(C(=O)O)c1,1,4,7,0,-11,.,-4,3
CCNC(=O)NS(=O)(=O)c1cnccc1Nc1cccc(Cl)c1,3,.,7,-8,.,.,1,-6
CC1(C(=O)NS(=O)(=O)c2ccc(C#N)cc2)CCN1C(=O)C1(c2ccc(Cl)cc2)CCC1 (stereo not given),-5,0,.,-25,-6,-0.3,-2,2
C[C@H](CO)N1C[C@H](C)[C@H](CN(C)C(=O)Nc2cccc3ccccc23)Oc2ncc(-c3ccc(F)cc3)cc2C1=O,1,-2,1,-5[16.7 µM],-12,-0.2,-4,13
c1nc(NCC2(N3CCOCC3)CCCCC2)c2ccsc2n1,-6,.,-1,-2,.,.,4,-2
COc1ccc(OC)c(N=c2ssnc2Cl)c1,-9,.,4,-1,.,.,4,-1

# Quoted from the results shown (two entries):
SMILES,RAD54 branch,ERAP1 HTS inh,PGC1a acetyl inh,miR-122 sensor,RAD52 anneal inh,E-selectin induc,PglD inh,Cneo AK release
Cc1cc(/C=C(\C#N)C(=O)Nc2ccc(F)cc2)c(C)n1-c1ccc(N2CCOCC2)c([N+](=O)[O-])c1,11,.,-3,-6,.,.,1,0
CCS(=O)(=O)c1ccc2c(c1)NC(=O)C(CCCl)O2 (stereo not given),4,-1,-1,8,0,8.9,1,0

# Going on with the list:
SMILES,RAD54 branch,ERAP1 HTS inh,PGC1a acetyl inh,miR-122 sensor,RAD52 anneal inh,E-selectin induc,PglD inh,Cneo AK release
CC(C)(C)C1CCC2(CC1)SCC(=O)N2c1ccccc1 (stereo not given),-3,-3,.,-4,-10,.,0,29
Cc1ccc(S(=O)(=O)N2CCOCC2)cc1NC(=O)COC(=O)COc1ccccc1[N+](=O)[O-],6,3,6,.,-3,9.5,9,2
COc1ccc(C(=O)Nc2ccccc2C(=O)Nc2ccc(C(=O)O)cc2)cc1,6,-5,-5,0,-4,.,6,-9
C[C@@H]1CN([C@H](C)CO)C(=O)c2cc(NC(=O)C3CC3)ccc2O[C@@H]1CN(C)C,-3,0,-5,-4[16.7 µM],-26,-0.1,4,-1
COC(=O)c1ccc(/C=N/Nc2nc3ccccc3[nH]2)cc1,.,-2,0,5,-9,.,.,.
CSc1ccc(CN2CCC(n3nccc3NC(=O)C3CCOC3)CC2)cc1 (stereo not given),-2,-3,.,-5,-26,.,1,1
O=Nc1c2cc(-c3ccccc3)[nH]nc-2c2ccccc12,.,-3,-6,-1,-12,.,.,.
O=C(CC1SC(=Nc2ccc(OC(F)F)cc2)N(CCN2CCOCC2)C1=O)Nc1ccccc1 (stereo not given),-1,.,3,-6,-53,-0.5,0,3
CN(/N=C/c1cccnc1)c1cnn(-c2ccc(F)c(Cl)c2)c(=O)c1Cl,-8,.,.,12,.,.,-1,-1
O=S(=O)(c1ccccc1F)N1CC[C@@H]2[C@@H](CO)Nc3ccc(-c4ccccc4F)cc3[C@@H]21,2,-2,-6,85[16.7 µM],-20,1.4,-7,-3
CCOC(=O)c1c(S(=O)(=O)NCC(=O)Nc2ccc(F)cc2)c(C)n(C)c1C,5,0,-7,31,-6,.,0,-2
COc1ccc(NC(=O)N(C)C[C@@H]2Oc3ncc(-c4cccnc4)cc3C(=O)N([C@H](C)CO)C[C@@H]2C)cc1,-2,6,-12,8[16.7 µM],14,.,1,55
COc1ccc(NC(=O)N(C)C[C@@H]2Oc3ccc(NC(=O)Cn4cnnn4)cc3C(=O)N([C@H](C)CO)C[C@H]2C)cc1,-9,-1,-6,-2[16.7 µM],4,-3.9,-1,0
COCCNS(=O)(=O)c1ccc2c(c1)n(C)c(=O)n2C,-3,1,3,8,-1,.,2,0
Cc1ccc(Nc2nc(OC(C(F)(F)F)C(F)(F)F)nc(N3CCOCC3)n2)cc1,-6,.,5,0,.,.,-5,0
N#CCC(=O)Nc1sc2c(c1C(N)=O)CCCC2,3,-3,2,4,-30,0.2,4,-2
Nn1c(SCC(=O)Nc2ccc(F)cc2)nnc1C1CCCCC1,-4,.,.,13,.,.,0,-1
O=C(NCc1ccco1)c1ccc(Br)s1,-5,.,-13,.,.,.,-1,0
COc1ccccc1CNC(=O)c1ccc(OCc2c(C)noc2C)c(OC)c1,4,.,1,-4,.,.,.,8
C[C@@H]1CN([C@H](C)CO)C(=O)CCCn2cc(nn2)CO[C@H]1CN(C)C(=O)NC1CCCC1,-3,-4,0,4[16.7 µM],-2,0.0,2,51
CO[C@@H]1CN(C)C(=O)c2cc(NC(=O)C3CC3)ccc2OC[C@@H](C)N(C)C[C@H]1C,0,-1,-8,.,4,0.0,4,-5
C[C@H](CO)N1C[C@H](C)[C@@H](CN(C)C)Oc2ccc(NC(=O)Cc3cn(C)c4ccccc34)cc2CC1=O,18,0,-8,0[16.7 µM],-4,0.1,4,-4
Cc1ccc(S(=O)(=O)N(C)C[C@@H]2Oc3ccc(NC(=O)CCC(F)(F)F)cc3C(=O)N([C@@H](C)CO)C[C@@H]2C)cc1,-2,-3,6,-2[16.7 µM],4,0.8,5,0
CCCc1cn(CC[C@@H]2CC[C@H](NC(=O)Nc3ccc4c(c3)OCO4)[C@@H](CO)O2)nn1,-2,-3,-70,.,10,0.6,1,56
COc1ccc(S(=O)(=O)N[C@H]2CC[C@@H](CCNC(=O)CN3CCOCC3)O[C@H]2CO)cc1,1,-2,3,.,6,0.0,-3,0
CC(=O)NS(=O)(=O)c1ccc(NC(=O)c2ccccc2F)cc1,-4,-2,-2,5,-16,.,5,0
COc1cccc(CNC(=O)C2CCC(CNc3c(N4CCC(C)CC4)c(=O)c3=O)CC2)c1 (stereo not given),1,.,-2,4,-10,0.4,1,3
COc1ccc(COC[C@@]23Oc4ccccc4[C@@H](NC(=O)N2C)[C@H]3COC(=O)c2ccc([N+](=O)[O-])cc2)cc1,4,-1,2,.,2,.,-2,10
CCOc1cc(C(=S)N2CCOCC2)ccc1OC,-11,.,12,-5,.,.,-1,-4
COC(=O)C[C@H]1CC[C@H]2[C@H](COc3ccc(NC(=O)c4ccc(C(F)(F)F)cc4)cc3C(=O)N2C)O1,8,-4,-10,17[16.7 µM],-2,0.0,2,-7
CC(=O)c1c(C)[nH]c(C(=O)COC(=O)c2c(C)noc2C)c1C,5,4,.,.,-10,3.3,-4,8
COc1cccc(Oc2nc3ncn(Cc4ccccc4)c3c(=O)n2C)c1,-3,.,0,0,.,.,-4,1
O=C(C1=C[C@H](c2ccc(C(F)(F)F)cc2)C[C@H](OCc2ccc(CO)cc2)O1)N1CCCC1,4,-2,.,.,1,.,-3,-4
Cc1[nH]n(-c2ccc(Cl)cc2)c(=O)c1/C=N/n1c(C)nc2ccccc2c1=O,-2,.,-3,13,.,.,-1,2
Cc1cccc(C)c1NC(=O)c1c(O)c2ccccc2[nH]c1=O,-10,-2,8,7,-5,.,1,3
Cc1ccc(CN2CC(=O)N3[C@H](CO)[C@@H](c4ccc(-c5ccccc5F)cc4)[C@H]3C2)cc1,.,2,5,.,-4,0.0,.,.
O=C(Nc1ccccc1)N[C@@H](Cc1ccccc1)Cn1cc(CN2C(=O)COC[C@H]2c2ccccc2)nn1,-2,2,10,.,2,.,-1,-15
COc1ccc(NC(=S)NNC(=O)c2ccco2)c(OC)c1,-13,3,.,.,9,-0.7,-2,-1
COC(=O)c1c(C)cc(OC(C)=O)c(C)c1OC(C)=O,-5,.,7,-2,.,.,-5,3
O=C(Nc1n[nH]c(=S)s1)c1ccco1,-9,13,-7,-1,-65,0.3,-2,-2

# Record cards (already shown). Values in the order: RAD54 branch | ERAP1 HTS inh | PGC1a acetyl inh | miR-122 sensor | RAD52 anneal inh | E-selectin induc | PglD inh | Cneo AK release
# Results for COc1cccc(Oc2nc3ncn(Cc4ccccc4)c3c(=O)n2C)c1 : -3 | . | 0 | 0 | . | . | -4 | 1
# Results for CC(=O)c1c(C)[nH]c(C(=O)COC(=O)c2c(C)noc2C)c1C : 5 | 4 | . | . | -10 | 3.3 | -4 | 8

# Next part
SMILES,RAD54 branch,ERAP1 HTS inh,PGC1a acetyl inh,miR-122 sensor,RAD52 anneal inh,E-selectin induc,PglD inh,Cneo AK release
CCc1nc(N2CCCC(C)C2)c2oc3ccccc3c2n1 (stereo not given),1,.,-4,19,.,.,5,2
CC(C)C(=O)NC(=S)Nc1ccc(S(=O)(=O)N(C)Cc2ccccc2)cc1,-4,.,-10,21,.,.,-3,1
C/C=C/c1ccc2c(c1)O[C@H](CN(C)Cc1ccccc1F)[C@H](C)CN([C@H](C)CO)S2(=O)=O,-5,0,3,19[16.7 µM],16,-0.1,3,12
C[C@@H]1CCCCO[C@H](CN(C)S(=O)(=O)c2cn(C)cn2)[C@H](C)CN([C@H](C)CO)C(=O)c2cc(NS(C)(=O)=O)ccc2O1,-2,1,12,2[16.7 µM],16,0.3,1,0
CCN1CCN(S(=O)(=O)c2ccc(Cl)c(C(=O)N(C)Cc3cccs3)c2)CC1,3,1,-6,-8,15,.,-1,3
CCn1c(SCC(=O)NCc2ccco2)nc2c(c1=O)SC(C)C2 (stereo not given),0,.,8,-8,.,.,-6,-2
CCC(C)/C=C/C1=CC2=C(Cl)C(=O)C3(C)OC(=O)C(C(=O)C(C)C(C)O)C3C2=CO1 (stereo not given),4,.,2,-25,-31,.,-6,0
Cc1noc(C)c1NC(=O)N(C)C[C@@H]1OCCCC[C@H](C)Oc2ccc(NC(=O)CCC(F)(F)F)cc2C(=O)N([C@@H](C)CO)C[C@@H]1C,-11,-1,10,8[16.7 µM],4,-0.2,5,0
COc1c(F)c(F)c(C(=O)Nc2ccc3oc(-c4ccncc4)nc3c2)c(F)c1F,3,.,6,-2,.,.,-1,4
CC(=O)NCCOC(=O)Nc1cccnc1,-4,.,3,-4,.,.,1,-6
